High-throughput results deposited in PubChem BioAssay by Sanford-Burnham Center for Chemical Genomics.
ATG4B inhibitor = blocks human ATG4B protease cleavage of LC3 substrate. Q9Y4P1. ATG4B cleavage of LC3-PLA2, NBD-HPC fluorescence, 1 h. inhibition, % at 8.33 µM. 340,000 tested, 0.51% active. AID 504462; in the data active = inhibition above about 40%
Target sequence (Q9Y4P1 whole entry, looked up): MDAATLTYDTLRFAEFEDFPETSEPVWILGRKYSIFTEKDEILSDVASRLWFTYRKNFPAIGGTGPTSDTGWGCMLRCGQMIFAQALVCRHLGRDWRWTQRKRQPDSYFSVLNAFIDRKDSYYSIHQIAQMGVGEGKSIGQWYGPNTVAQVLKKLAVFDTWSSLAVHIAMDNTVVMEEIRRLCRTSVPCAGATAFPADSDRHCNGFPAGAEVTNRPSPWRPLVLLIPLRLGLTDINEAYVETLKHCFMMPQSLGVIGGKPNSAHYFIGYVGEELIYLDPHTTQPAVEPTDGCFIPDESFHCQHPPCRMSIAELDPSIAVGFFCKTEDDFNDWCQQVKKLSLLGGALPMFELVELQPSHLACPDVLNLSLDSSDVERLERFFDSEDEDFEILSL
SENP8 block = SENP8 (human) protease inhibition. Q96LD8. recombinant SENP8, Nedd8 substrate fluorescence. inhibition, % at 20 µM. 360,000 tested, 0.64% active; in the data active = inhibition mostly above about 40%, no sharp cut-off; inactive = mostly below about 27%
Target sequence (Q96LD8 whole entry, looked up): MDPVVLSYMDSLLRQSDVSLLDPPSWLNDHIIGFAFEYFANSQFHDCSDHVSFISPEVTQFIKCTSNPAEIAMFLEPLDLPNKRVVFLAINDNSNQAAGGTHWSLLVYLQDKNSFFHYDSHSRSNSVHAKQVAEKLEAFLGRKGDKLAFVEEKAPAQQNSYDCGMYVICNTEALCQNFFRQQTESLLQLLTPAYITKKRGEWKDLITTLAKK
SENP7 inh = SENP7 protease inhibition | 330,000 tested, 1.5% active | inhibition, % at 5 µM | recombinant SENP7, Z-RLRGG-aminoluciferin luminescence, 40 min | Q9BQF6 | AID 434973;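 active = inhibition above about 50% at the single test dose, limit read from the data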;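 note: plate controls were DMSO with enzyme for no effect and no enzyme buffer wells for full effect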
Target sequence (Q9BQF6 706-1050 limits assumed): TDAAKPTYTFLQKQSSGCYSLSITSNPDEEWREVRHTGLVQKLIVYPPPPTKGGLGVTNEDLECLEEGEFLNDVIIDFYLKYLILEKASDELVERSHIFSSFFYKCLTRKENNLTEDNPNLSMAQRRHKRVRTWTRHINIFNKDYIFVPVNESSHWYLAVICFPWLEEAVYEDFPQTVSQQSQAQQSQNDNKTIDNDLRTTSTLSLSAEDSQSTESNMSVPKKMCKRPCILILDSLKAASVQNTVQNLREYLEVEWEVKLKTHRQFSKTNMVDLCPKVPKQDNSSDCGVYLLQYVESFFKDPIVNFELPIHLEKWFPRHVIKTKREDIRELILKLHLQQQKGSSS
SENP6 inh = SENP6 protease inhibition; Recombinant SENP6 catalytic domain, aminoluciferin luminescence; inhibition, % at 10 µM; Q9GZR1; 330,000 tested, 1.8% active;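 active = inhibition above about 50% at the single tested dose, limit read from the data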;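 note: plate controls were DMSO wells with enzyme for no effect and DMSO wells lacking enzyme for full effect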
HKDC1 inh = HKDC1 (human) hexokinase inhibition. 340,000 tested, 0.16% active. inhibition, % at 20 µM. recombinant HKDC1, G6PDH/diaphorase resazurin coupled fluorescence. AID 493160. Q2TB90;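 active = inhibition above about 35% when tested at 20 µM, limit read from the data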;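 note: plate controls were DMSO wells with enzyme for no effect and DMSO wells lacking enzyme for full effect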
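System: Recombinant HKDC1 hexokinase | Amount: HKDC1 at 5 µg/mL | Reagent: Glucose with 1 mM ATP | Doses: Single 20 µM dose | Incubation: Reaction time 90 min, room temperature, protected from light | Signal: Coupled resazurin fluorescence, excitation 525 nm, emission 613 nm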
PfGluPho inh = PfG6PD (Plasmodium falciparum) enzyme inhibition; PfGluPho enzyme, NADPH resazurin-diaphorase fluorescence; inhibition, % at 20 µM; 350,000 tested, 0.78% active; AID 504690;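 active = inhibition reaching at least a set limit at 20 µM in the primary screen, cut at about 59% in these data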;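 note: 0% = DMSO wells with substrate and 100% = DMSO wells lacking glucose-6-phosphate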
GRIN3A LBD mod = modulates the human NR3A ligand-binding domain; AID 1259313; NR3A LBD differential scanning fluorimetry, Tm shift; 0% = protein alone, 100% = glycine-bound protein; 340,000 tested, 2.5% active; Tm shift relative to glycine control, % at 25 µM;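 active = melting temperature shift of at least 10% of the positive control shift, at one fixed dose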
MPTP inh = blocks calcium-induced mitochondrial swelling; 360,000 tested, 1.4% active; inhibition, % at 10 µM; isolated mouse mitochondria, Ca2+ swelling absorbance, 30 min;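 active = inhibition of 50% or more, scaled per plate between neutral and stimulator controls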;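 note: 0% = DMSO wells given calcium and 100% = 1 mM EGTA wells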
An asterisk follows results filed as active.

Results for CCc1nnc(NC(=O)CSc2nc3c(c(=O)n2-c2ccccc2OC)SCC3)s1 ?
ATG4B inhibitor: -10; SENP8 block: -4; SENP7 inh: -3; SENP6 inh: -11; HKDC1 inh: 3; PfGluPho inh: 43; GRIN3A LBD mod: 0; MPTP inh: -0.1

How did CCOC(=O)c1sc(/N=C/N(C)C)nc1C do in these assays?
ATG4B inhibitor: 2; SENP8 block: 4; SENP7 inh: -11; SENP6 inh: -7; HKDC1 inh: -2; PfGluPho inh: -8; GRIN3A LBD mod: -1; MPTP inh: 5.8

Results for CC(Nc1cccc2ccccc12)C(=O)N/N=C/c1ccccn1 (stereo not drawn) ?
ATG4B inhibitor: -26; SENP8 block: 18; SENP7 inh: 45; SENP6 inh: 81*; HKDC1 inh: 9; PfGluPho inh: 55; GRIN3A LBD mod: -3; MPTP inh: 1.1

What do the screens show for `CCOc1cc2c(cc1OCC)C(c1ccc(OC)c(OC)c1)N(c1ccc(C(=O)O)cc1)C(=O)C2` (stereo not drawn)?
ATG4B inhibitor: 7; SENP8 block: 6; SENP7 inh: 3; SENP6 inh: 2; HKDC1 inh: -8; PfGluPho inh: 2; GRIN3A LBD mod: 2; MPTP inh: -2.5

Results for Cc1oc(C(C)(C)C)cc1C(=O)N1CCN(c2ncccc2C(F)(F)F)CC1 ?
ATG4B inhibitor: 2; SENP8 block: 11; SENP7 inh: 0; SENP6 inh: -14; HKDC1 inh: 2; PfGluPho inh: 16; GRIN3A LBD mod: 1; MPTP inh: 1.4

Results for CCOc1ccc(OCC)c(NC(=O)CCSCCc2ccccn2)c1 ?
ATG4B inhibitor: 35; SENP8 block: 4; SENP7 inh: -2; SENP6 inh: 6; HKDC1 inh: 7; PfGluPho inh: 13; GRIN3A LBD mod: -3; MPTP inh: 0.4

What do the screens show for `O=C(COC(=O)c1ncc(Cl)c(Cl)c1Cl)NCc1cccs1`?
ATG4B inhibitor: -12; SENP8 block: 7; SENP7 inh: -1; SENP6 inh: -12; HKDC1 inh: -1; PfGluPho inh: 8; GRIN3A LBD mod: 1; MPTP inh: -1.4

How did CCn1c(CCNC(=O)c2ccco2)nc2ccccc21 do in these assays?
ATG4B inhibitor: -2; SENP8 block: 10; SENP7 inh: -6; SENP6 inh: -16; HKDC1 inh: -3; PfGluPho inh: 16; GRIN3A LBD mod: 0; MPTP inh: -0.1

How did O=S(=O)(c1ccc(Br)cc1)N1CCN(Cc2ccco2)CC1 do in these assays?
ATG4B inhibitor: -8; SENP8 block: 21; SENP7 inh: 0; SENP6 inh: -14; HKDC1 inh: -1; PfGluPho inh: 2; GRIN3A LBD mod: -2; MPTP inh: -0.2

Results for Cc1ccccc1CN1CCN(C(=O)c2cccc(F)c2)CC1 ?
ATG4B inhibitor: 4; SENP8 block: 17; SENP7 inh: -2; SENP6 inh: -12; HKDC1 inh: -2; PfGluPho inh: -2; GRIN3A LBD mod: 0; MPTP inh: -1.0

How did COc1ccccc1N1CCN(C2CCCN(C(=O)CN3CCCCC3=O)C2)CC1 (stereo not drawn) do in these assays?
ATG4B inhibitor: 4; SENP8 block: 8; SENP7 inh: -9; SENP6 inh: -7; HKDC1 inh: -6; PfGluPho inh: -7; GRIN3A LBD mod: 0; MPTP inh: 0.2

Results for COc1cc(OC)c(C(=O)OCC(=O)NC23CC4CC(CC(C4)C2)C3)cc1OC ?
ATG4B inhibitor: -9; SENP8 block: -23; SENP7 inh: -4; SENP6 inh: 0; HKDC1 inh: -1; PfGluPho inh: -19; GRIN3A LBD mod: 2; MPTP inh: -1.3

How did O=C(CCC1CCCN(C(=O)c2ccsc2)C1)NCc1ccc(F)c(F)c1 (stereo not drawn) do in these assays?
ATG4B inhibitor: 3; SENP8 block: 7; SENP7 inh: 0; SENP6 inh: -16; HKDC1 inh: -5; PfGluPho inh: 1; GRIN3A LBD mod: 0; MPTP inh: 1.0

How did O=C(Cn1nc(C(=O)O)c2ccccc2c1=O)c1c[nH]c2ccccc12 do in these assays?
ATG4B inhibitor: -2; SENP8 block: 11; SENP7 inh: 0; SENP6 inh: -5; HKDC1 inh: -6; PfGluPho inh: 10; GRIN3A LBD mod: -3; MPTP inh: 4.7

Results for CCOc1ccc(/C=C/C(=O)Nc2ccc(OC)cc2[N+](=O)[O-])cc1 ?
ATG4B inhibitor: -18; SENP8 block: 41*; SENP7 inh: 5; SENP6 inh: -7; HKDC1 inh: -3; PfGluPho inh: 10; GRIN3A LBD mod: 28*; MPTP inh: 4.0

Reprinted at random: three entries already listed.
How did CCn1c(CCNC(=O)c2ccco2)nc2ccccc21 do in these assays?
ATG4B inhibitor: -2; SENP8 block: 10; SENP7 inh: -6; SENP6 inh: -16; HKDC1 inh: -3; PfGluPho inh: 16; GRIN3A LBD mod: 0; MPTP inh: -0.1

How did O=C(Cn1nc(C(=O)O)c2ccccc2c1=O)c1c[nH]c2ccccc12 do in these assays?
ATG4B inhibitor: -2; SENP8 block: 11; SENP7 inh: 0; SENP6 inh: -5; HKDC1 inh: -6; PfGluPho inh: 10; GRIN3A LBD mod: -3; MPTP inh: 4.7

Results for CCOc1ccc(/C=C/C(=O)Nc2ccc(OC)cc2[N+](=O)[O-])cc1 ?
ATG4B inhibitor: -18; SENP8 block: 41*; SENP7 inh: 5; SENP6 inh: -7; HKDC1 inh: -3; PfGluPho inh: 10; GRIN3A LBD mod: 28*; MPTP inh: 4.0

Later entries.
Results for O=C(CSc1nnc(-c2ccco2)o1)NC(=O)Cc1ccccc1 ?
ATG4B inhibitor: -2; SENP8 block: -2; SENP7 inh: 1; SENP6 inh: -3; HKDC1 inh: -4; PfGluPho inh: 10; GRIN3A LBD mod: 3; MPTP inh: -0.5

How did O=C(N/N=C/c1ccc(COc2ccc(Br)cc2)o1)c1ccco1 do in these assays?
ATG4B inhibitor: -6; SENP8 block: 2; SENP7 inh: 8; SENP6 inh: -5; HKDC1 inh: -11; PfGluPho inh: 8; GRIN3A LBD mod: -20; MPTP inh: 0.9

Results for CN(C)S(=O)(=O)c1ccc(N2CCOCC2)nc1 ?
ATG4B inhibitor: 7; SENP8 block: 6; SENP7 inh: -11; SENP6 inh: 13; HKDC1 inh: -12; PfGluPho inh: -12; GRIN3A LBD mod: -15; MPTP inh: -1.0

What do the screens show for `CCCc1c(C)[nH]c2ccc(NC(C)=O)cc2c1=O`?
ATG4B inhibitor: -8; SENP8 block: -56; SENP7 inh: 9; SENP6 inh: -8; HKDC1 inh: -11; PfGluPho inh: 16; MPTP inh: -0.8

How did COc1ccc(NC(=O)COC(=O)CCOc2ccccc2C)cc1Cl do in these assays?
ATG4B inhibitor: -7; SENP8 block: 14; SENP7 inh: -1; SENP6 inh: 3; HKDC1 inh: -3; PfGluPho inh: 12; GRIN3A LBD mod: -4; MPTP inh: -1.3

What do the screens show for `Cc1ccc(OCC(=O)Nc2ccccc2-c2ccccc2)cc1`?
ATG4B inhibitor: 38; SENP8 block: 21; SENP7 inh: -36; SENP6 inh: -6; HKDC1 inh: -4; PfGluPho inh: 18; GRIN3A LBD mod: 3; MPTP inh: 1.9

Results for c1coc(CNc2nc(N3CCCCC3)nc3ccccc23)c1 ?
ATG4B inhibitor: -6; SENP8 block: -390; SENP7 inh: -2; SENP6 inh: -37; HKDC1 inh: -10; PfGluPho inh: -7; GRIN3A LBD mod: 2; MPTP inh: 3.2

Results for COc1cc(/C=C2\C(=N)N3N=C(S(C)(=O)=O)SC3=NC2=O)ccc1OCCOc1ccc(C)cc1 ?
ATG4B inhibitor: 25; SENP8 block: -6; SENP7 inh: -4; SENP6 inh: -1; HKDC1 inh: 14; PfGluPho inh: -21; GRIN3A LBD mod: 4; MPTP inh: 5.5

Results for Cc1ccc(NC(=O)CCn2c(=S)oc3ccccc32)cc1F ?
ATG4B inhibitor: 4; SENP8 block: 14; SENP7 inh: -8; SENP6 inh: -24; HKDC1 inh: 3; PfGluPho inh: -14; GRIN3A LBD mod: -3; MPTP inh: -0.4

How did CN1CCN(Cc2nc3ccccc3c(=O)n2Cc2nc(-c3ccccc3F)cs2)CC1 do in these assays?
ATG4B inhibitor: 0; SENP8 block: 18; HKDC1 inh: -8; PfGluPho inh: 19; GRIN3A LBD mod: 2; MPTP inh: 1.7

Results for CCn1c(CSc2nc3ccccc3s2)nnc1SCC(=O)NCC(=O)OC ?
ATG4B inhibitor: -1; SENP8 block: 9; SENP7 inh: 3; SENP6 inh: -6; HKDC1 inh: 7; PfGluPho inh: 4; GRIN3A LBD mod: 1; MPTP inh: 0.4

What do the screens show for `Nc1nccc(/C=C/c2c(Cl)cccc2Cl)n1`?
ATG4B inhibitor: -7; SENP8 block: -355; SENP7 inh: -6; SENP6 inh: -2; HKDC1 inh: -1; PfGluPho inh: 4; GRIN3A LBD mod: 0; MPTP inh: 0.1

How did O=C1CCCc2c1[nH]c1ccc(Cl)cc21 do in these assays?
ATG4B inhibitor: 2; SENP8 block: -48; SENP7 inh: 3; SENP6 inh: -5; HKDC1 inh: 1; PfGluPho inh: 1; GRIN3A LBD mod: -1; MPTP inh: -0.9

What do the screens show for `Cc1[nH]c(C)c(S(=O)(=O)N2CCN(c3ccccc3)CC2)c1C(=O)N1CCCC1`?
ATG4B inhibitor: -6; SENP8 block: 7; SENP7 inh: 3; SENP6 inh: -3; HKDC1 inh: -8; PfGluPho inh: 9; GRIN3A LBD mod: 2; MPTP inh: -0.3

Results for Cc1ccc(-c2c(C)sc(NC(=O)C3C4CCC(O4)C3C(=O)O)c2C(=O)OC(C)C)cc1 (stereo not drawn) ?
ATG4B inhibitor: 12; SENP8 block: -14; SENP7 inh: 11; SENP6 inh: -8; HKDC1 inh: 4; PfGluPho inh: -45; GRIN3A LBD mod: -3; MPTP inh: -5.1

What do the screens show for `Nc1nc(-c2ccccc2)nn1C(=O)c1ccco1`?
ATG4B inhibitor: -1; SENP8 block: 7; SENP7 inh: 3; SENP6 inh: 2; HKDC1 inh: 0; PfGluPho inh: -7; GRIN3A LBD mod: 1; MPTP inh: 0.1

Already shown: an excerpt of the list.
Results for Cc1ccc(-c2c(C)sc(NC(=O)C3C4CCC(O4)C3C(=O)O)c2C(=O)OC(C)C)cc1 (stereo not drawn) ?
ATG4B inhibitor: 12; SENP8 block: -14; SENP7 inh: 11; SENP6 inh: -8; HKDC1 inh: 4; PfGluPho inh: -45; GRIN3A LBD mod: -3; MPTP inh: -5.1

What do the screens show for `Nc1nc(-c2ccccc2)nn1C(=O)c1ccco1`?
ATG4B inhibitor: -1; SENP8 block: 7; SENP7 inh: 3; SENP6 inh: 2; HKDC1 inh: 0; PfGluPho inh: -7; GRIN3A LBD mod: 1; MPTP inh: 0.1

No enrichment for hits; overall some 6.9% were active at least once.
